Myeloid diff 2: myeloid differentiation induction | ER-HoxA9 myeloid progenitors, lysozyme-GFP differentiation, flow cytometry | AID 624256 | 360,000 compounds, 1% hits | calls only at 10 µM;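 active = normalized GFP-positive differentiation at or above the plate's own cutoff, the solvent-only control mean plus 3 SD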;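 also: cells exposed to compound for four days before flow analysis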
GPR35 antagonists: GPR35 antagonists blocking zaprinast-driven arrestin recruitment, primary screen, imaging, U2OS, beta-arrestin-GFP, zaprinast agonist (AID 2058); U2OS GPR35 beta-arrestin-GFP translocation imaging, zaprinast antagonism; higher % means a stronger effect; inhibition, % at 10 µM; hits with a dose series show IC50 in µM; 290,000 compounds, 0.052% hits;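 active = inhibition of at least 50% with at least 30 cells and total cytoplasm GFP at most 10,000,000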
HIV peptide binding: inhibitors of HIV fusion peptide binding, primary screen, biochemical, uHTS, fluorescence dequenching (AID 1986). cell-free peptide binding, fluorescence dequenching, 30 min; higher % means a stronger effect. one-dose inhibition, % at 20 µM; IC50 in µM for titrated hits. 290,000 compounds, 0.3% hits; in the data active = inhibition mostly above about 52%, no sharp cut-off; inactive = mostly below about 76%; also: some results filed as inactive read as strong as hits
HEK293 NOD2/NF-kB: NOD2 signaling inhibitors, cell-based, luminescence, uHTS, HEK293 (AID 1566); HEK293 NOD2/NF-kB luciferase reporter, luminescence; higher % means a stronger effect; one-dose inhibition, % at 4 µM; EC50 in µM for titrated hits; 290,000 compounds, 0.63% hits; also: many of its hits are not listed in these tables
NOD1 inhibition: NOD1 signaling inhibitors, primary screen, cell-based, luminescence, uHTS (AID 1578). inhibition, % at 4 µM; hits with a dose series show EC50 in µM. 290,000 compounds, 1% hits. NOD1-driven NF-kB luciferase reporter cells, luminescence; higher % means a stronger effect; in the data active = inhibition mostly above about 36%, no sharp cut-off; inactive = mostly below about 34%;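 also: HEK-293T reporter cells stimulated with the NOD1 agonist gamma-tri-DAP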
GPR55 LPI antagonism: inhibition of LPI-stimulated GPR55 beta-arrestin translocation – imaging, U2OS, beta-arrestin-GFP, LPI agonist, primary screen (AID 2013); U2OS GPR55 beta-arrestin-GFP translocation imaging, LPI antagonism; higher % means a stronger effect; inhibition, % at 10 µM; hits with a dose series show IC50 in µM; 290,000 compounds, 0.13% hits;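 active = spots per cell inhibited over 60%, with over 100 cells counted and total cytoplasm intensity under 500,000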;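 also: U2OS cells stably carrying GPR55 and arrestin-GFP stimulated by 5 µM LPI near EC80; imaged beta-arrestin-GFP aggregate spots per cell after agonist stimulation; plate controls were LPI-stimulated DMSO wells for no effect and DMSO wells without LPI for full effect; some results filed as inactive read as strong as hits; confirmed hits need IC50 under 10 µM and bright autofluorescent wells are also inconclusive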
GPR55 beta-arrestin: selective activators of receptor GPR55 – imaging, U2OS cells, beta-arrestin-GFP redistribution, primary screen (AID 1961). U2OS GPR55 beta-arrestin-GFP redistribution imaging; higher % means a stronger effect. activation, % at 10 µM; hits with a dose series show EC50 in µM. 290,000 compounds, 0.048% hits;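 active = activation above 40% with more than 50 cells counted in the well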;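 also: U2OS osteosarcoma cells stably expressing GPR55 and beta-arrestin-GFP; plate controls were DMSO negative control for no effect and LPI positive control for full effect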
KOR beta-arrestin-1: kappa opioid receptor activators – cell-based, luminescence, uHTS, primary screen (AID 1777); KOR beta-arrestin recruitment, luminescence; higher % means a stronger effect; activation, % at 10 µM; hits with a dose series show EC50 in µM; 280,000 compounds, 0.02% hits; in the data active = activation above about 50%, passing the limit was not always enough; also: a part of the inactive calls stands beside numbers as strong as those of hits
KOR beta-arrestin-2: KOR antagonists, beta-arrestin recruitment, cell-based, luminescence, uHTS (AID 1778) | 290,000 compounds, 0.091% hits | KOR beta-arrestin recruitment, luminescence, antagonist mode; higher % means a stronger effect | inhibition, % at 10 µM, or IC50 in µM where a hit was titrated; also: strong numbers were not always called active
Myeloid diff 2 GFP+ MAC1+ %: recorded beside Myeloid diff 2, whose call it bears; GFP+ MAC1+ double positive, %; measured here: differentiation confirmed by MAC1 staining
Active calls of the source: *; i = inactive; nt = not tested or not shown; [ ] = remark or other dose. Rule as the data show it, unless noted: active = inhibition above about 50%; inactive = the rest. A portion of the library; count on the stated rates, not on these rows.

Under each structure: KOR beta-arrestin-2, NOD1 inhibition, GPR55 beta-arrestin, GPR55 LPI antagonism, Myeloid diff 2, HEK293 NOD2/NF-kB, KOR beta-arrestin-1, HIV peptide binding, GPR35 antagonists, Myeloid diff 2 GFP+ MAC1+ %
CN(C)CCNC(=O)C(C(=O)c1ccccc1)n1ccccc1=O (centres undefined)
 : 23%, -1%, -0.1%, -10%, i, 5%, -2.9%, 1.9%, -9%, 1.2
Cc1ccccc1NC(=O)c1ccco1
 : -38%[20 µM], -13%, -0.1%, -20%, i, 10%, -3.4%, 0.0%, 6%, 0.6
Cc1ccc(S(=O)(=O)Nc2cc(S(=O)(=O)N3CCCCC3)ccc2N2CCOCC2)cc1
 : -19%, -35%, -0.5%, 5%, i, 13%, -4.1%, -0.5%, 20%, 0.2
COc1ccc(Oc2nc(SC)nc3ccccc23)cc1
 : 20%, 14%, 0.0%, -1%, i, 10%, -2.5%, -0.6%, 12%, 0.8
COc1ccc(N(CC(=O)NC2CCCC2)C(=O)Cn2nnc(-c3ccc(OC)c(OC)c3)n2)cc1
 : 13%[20 µM], -30%, -0.2%, 0%, i, -12%, -5.9%, 0.7%, -3%, 0.2
Cc1cccc(OCCNC(=O)CSc2ccc(C(F)(F)F)cc2[N+](=O)[O-])c1
 : -44%, -16%, 0.4%, 5%, i, -21%, -0.1%, -1.1%, 10%, 0.5
CSc1nc2c(c(=O)[nH]c(=O)n2C)n1CCCc1ccccc1
 : -42%, -2%, 0.0%, 0%, i, -12%, -4.0%, 2.6%, 1%, 0.6
CCOC(=O)N1CCN(C(=O)Cc2ccccc2OC)CC1
 : -22%[20 µM], -14%, -0.3%, -5%, i, 24%, -3.8%, -1.0%, 7%, 0.2
O=C1Cn2c(nc3ccccc32)N1c1ccccc1F
 : nt, -26%, -0.1%, -2%, i, 4%, nt, -1.4%, -10%, 6.4
c1ccc(Cn2c(NCc3ccco3)nc3ccccc32)cc1
 : 6%, 1%, -0.1%, 14%, i, 8%, -4.7%, -3.3%, 12%, 1.2
O=C(CSc1ccc(Cl)cc1)NCc1ccco1
 : -4%[20 µM], -10%, 0.1%, 1%, i, -21%, 0.8%, -0.8%, 0%, 0.4
O=C(CCc1nc2ccccc2c(=O)[nH]1)NCc1ccccn1
 : -12%, -26%, -0.3%, 5%, i, 8%, 7.6%, 2.7%, -8%, 0.2
Cc1ccc(C(=O)Nc2ccc(C(=O)N3CCCCC3)cc2)cc1
 : -16%[20 µM], -25%, 0.1%, 4%, i, -6%, -4.2%, -1.6%, -1%, 0.2
O=C(Cn1cc2c(n1)CCCCC2)N1CCc2ccccc21
 : 38%, -22%, 0.7%, 9%, i, -4%, -2.8%, -1.1%, -7%, 1.7
COc1ccc(/C=C(\NC(=O)c2ccccc2)C(=O)NCc2ccco2)cc1
 : 9%, -7%, -0.1%, 0%, i, -9%, 0.3%, 4.8%, 5%, 0.6
CN1CCN(c2ccc(NC(=O)CSc3nnnn3-c3ccccc3F)cc2)CC1
 : -14%, -25%, -0.1%, -13%, i, -26%, 0.6%, -0.3%, 3%, 0.5
CCOC(=O)c1cnc2c(C#N)c(C)nn2c1C
 : -15%, -21%, 0.0%, -13%, i, 14%, 1.1%, 0.4%, 13%, 0.5
COc1ccc(C(=O)c2c[nH]c(C(=O)NCc3ccco3)c2)cc1
 : 11%, nt, -0.2%, -7%, i, -3%, -0.5%, -4.4%, 2%, 0.2
CC(C)CN(CCCNC(=O)CN1C(=O)COc2ccc(S(=O)(=O)N3CCC(C)CC3)cc21)CC(C)C
 : -33%, 11%, -0.2%, 2%, i, -1%, -0.9%, 0.8%, -10%, 2.6
Cn1c(Cc2ccccc2)nnc1SCc1ccc(C(=O)O)cc1
 : -1%, -18%, 0.0%, -1%, i, 6%, 0.3%, -1.2%, -10%, 2.4
CCOC(=O)C1=NNC2C(=O)N(CC)C(=O)C12 (centres undefined)
 : -14%, -11%, 0.3%, 0%, i, 11%, -1.3%, 0.4%, 10%, 0.6
Cc1ccc(C)c(NC(=O)CCn2nc(C)cc2C)c1
 : 17%, -3%, 0.0%, 2%, i, -3%, -3.0%, -1.1%, 9%, 0.5
Cc1cc(=O)n2[nH]c(N)c(N=Nc3ccccc3F)c2n1
 : 24%, -6%, -0.2%, 0%, i, 21%, -3.8%, 0.2%, 7%, 0.3
CSc1cccc(NC(=O)c2ccccn2)c1
 : 20%, -42%, -0.4%, 1%, nt, -37%, -1.5%, -0.7%, -9%, nt
COc1ccc(C(=O)NCc2cnn(C)c2)cc1OC1CCN(C(C)C)CC1
 : -22%, -16%, 0.2%, 8%, i, 4%, -2.9%, 1.0%, 7%, 4.5
CCOC(=O)C(=NC1CCS(=O)(=O)C1)NNc1cc(Cl)ccc1Cl (centres undefined)
 : -1%, 12%, -0.1%, 10%, i, -36%, -1.5%, -5.1%, 20%, 0.3
CC1(C)N=C(c2ccccc2)C(=O)N1
 : 0%, -17%, 10%, 1%, i, -1%, -8.1%, -1.1%, 18%, 1.2
Cc1cccc(CSc2nc3ccncc3n2CC(=O)Nc2ccc(C)c(C)c2)c1
 : nt, -21%, 0.3%, -5%, nt, -12%, nt, 2.4%, -8%, nt
CC(C)CNC(=S)NC(=O)c1ccc(Cl)cc1Cl
 : 7%, -16%, -0.2%, -10%, i, -42%, -2.6%, -2.9%, -6%, 0.3
NC(=O)c1nsc(C(=O)N(Cc2ccc(F)cc2)C(C(=O)NCC2CCCO2)c2ccc(O)cc2)c1N (centres undefined)
 : -50%, -29%, 0.2%, -8%, i, -3%, 4.9%, -1.6%, -11%, 0.4
CC(C)[C@H](NC(=O)c1ccco1)C(=O)NCc1ccccc1
 : -8%, 26%, nt, 5%, i, -49%, -3.8%, -0.5%, 2%, 0.2
Cc1cc(N)n(-c2ncnc3scc(-c4ccc(Cl)cc4)c23)n1
 : 4%, -2%, 0.0%, 0%, i, -5%, 2.6%, -2.8%, -9%, 0.3
CC(C(=O)NC1CCCCC1)N1CCN(C)CC1 (centres undefined)
 : -12%, 2%, 0.0%, 15%, i, 2%, nt, -1.5%, -10%, 0.7
COc1cccc(-c2nc(C(=O)NCC3CCCO3)cc3c2[nH]c2ccccc23)c1 (centres undefined)
 : -41%[20 µM], 51%, 0.9%, 58%, i, 12%, 0.8%, -0.2%, -17%, 3.3
COc1ccc([C@@H]2[C@@H]3C(=O)N(C(C)(C)C)C(=O)[C@@H]3[C@]3(Cc4ccc(Cl)cc4)C(=O)N(c4cccc(C)c4)C(=O)N23)cc1
 : -54%[20 µM], 13%, -0.1%, -5%, i, 8%, 2.1%, 0.7%, 12%, 0.8
CCC(C)Sc1nc2ccccc2n1CC(=O)O (centres undefined)
 : -9%, -11%, 0.3%, -5%, i, 2%, 0.7%, -1.9%, 8%, 2.9
COc1ccc(N(Cc2ccco2)C(=O)c2ccccc2F)cc1OC
 : 8%, -22%, 0.7%, 6%, i, -9%, 4.6%, 1.4%, -22%, 0.9
CC(C)c1ccc(/C=N/NC(=O)c2ccccc2Cl)cc1
 : -22%, -27%, -0.2%, -6%, nt, -40%, -6.1%, -0.6%, 6%, nt
O=C(O)c1ccc(C(=O)Nc2cccc(NC(=O)C3CCCO3)c2)cc1 (centres undefined)
 : 20%, -10%, -0.1%, 2%, i, 10%, -8.7%, -2.0%, 2%, 5.5
C/C=C/c1ccc(OCC(O)CNCC(c2ccc(OC)cc2)N(C)C)c(OC)c1 (centres undefined)
 : 6%, -8%, -0.1%, 14%, i, -3%, -6.6%, -0.6%, -7%, 2.1
CC(C)[C@H](NC(=O)OC(C)(C)C)C(=O)NCC1CCC(C(=O)N[C@@H](Cc2ccccc2)C(=O)O)CC1 (some centres undefined)
 : 12%, 7%, -0.1%, 4%, i, 20%, -4.3%, -0.3%, 15%, 0.5
CC12C=CC(=O)C=C1CCC1C3CCC(O)(C(=O)CO)C3(C)CC3OC312 (centres undefined)
 : 2%[20 µM], -25%, -0.3%, -5%, i, 5%, -4.0%, -0.7%, 3%, 0.2
COc1cc(C(=O)N2CCN(C(=O)COc3ccc4ccccc4c3)CC2)cc(OC)c1OC
 : -5%, -26%, -0.2%, -6%, i, -7%, 8.3%, -0.9%, 5%, 0.7
O=C(CCN1CCN(C/C=C/c2ccccc2)CC1)Nc1ccccc1Cl
 : -14%[20 µM], -32%, 1.5%, 17%, i, -29%, 1.7%, 1.3%, 12%, 1.3
CC1=NC(=O)C(N=Nc2ccccc2C(=O)O)N1c1ccccc1 (centres undefined)
 : -92%[20 µM], -36%, -0.1%, 1%, i, 40%, nt, 30%, 12%, 0.5
CCSc1nsc(NC(=O)Nc2ccccc2F)n1
 : -60%[20 µM], -2%, 0.3%, -10%, i, -32%, -1.2%, 1.8%, 8%, 0.5
Cc1ccc(-c2c3c([nH]c(=S)c2C#N)CCCC3)o1
 : -4%, -15%, 0.7%, -8%, i, -9%, 2.7%, 0.4%, 0%, 0.8
CCOc1ccc(-c2nc(CS(=O)(=O)CC(=O)NCc3ccc(F)cc3)c(C)o2)cc1
 : -30%[20 µM], -13%, 0.0%, -3%, i, 38%, -3.2%, 1.4%, 12%, 6.4
Cc1nnc(SCC(=O)Nc2ccccc2NC(=O)CSc2nnc(C)s2)s1
 : 32%, -10%, -0.2%, 17%, i, 9%, 3.3%, 0.9%, 19%, 1.2
CS(=O)(=O)C1=NSC2=NC(=O)/C(=C\c3ccc(OC(=O)c4ccco4)c(Br)c3)C(=N)N21
 : 0%, -12%, 0.6%, 2%, i, 16%, 5.5%, 16µM*, 1%, 0.0
Cc1cccc(N(C(=O)c2sc(C)nc2C)C(C(=O)NCC2CCCO2)c2ccccc2)c1 (centres undefined)
 : -47%, -32%, -0.2%, 11%, i, 7%, -1.6%, 0.6%, -6%, 1.6
CCCOc1ccc(Cl)cc1CN1CCOCC1
 : 4%, -22%, -0.4%, 6%, i, 1%, -3.0%, -0.5%, -12%, 0.8
COc1ccc(CC(NC(C)=O)C(=O)NC2CCN(C(=O)c3ccncc3)CC2)cc1OC (centres undefined)
 : 22%, -2%, -0.2%, 10%, i, 2%, -3.1%, -1.1%, -4%, 0.3
O=C(COC(=O)/C=C/c1cccs1)Nc1ccc2ccccc2c1
 : -20%, -5%, 0.0%, 18%, i, 6%, -1.8%, 0.4%, -2%, 0.5
Cn1c(N=Nc2ccc(N3CCOCC3)cc2)[n+](C)c2ccccc21
 : 44%[20 µM], -14%, 0.3%, 2%, i, 8%, -12%, -4.1%, 14%, 0.9
Cc1c(C)n(CC(O)CNCCO)c2ccccc12 (centres undefined)
 : -6%, -25%, 0.3%, 9%, i, 14%, -0.2%, -0.1%, 10%, 0.1

Screens (PubChem BioAssay)
